EBNA-1 inhibitor = EBNA-1 DNA-binding inhibitors, primary screen, biochemical, fluorescence polarization; AID 1950, 2009; inhibition, % at 14.8 µM; actives 0.34% (n = 300,000); in the data active = inhibition above about 28%
PAFAH2 FP inh = PAFAH2 enzyme inhibitors, primary screen, biochemical, fluorescence polarization, human | recombinant PAFAH2, FP-rhodamine activity probe | AID 492956, 2010 | actives 0.99% (n = 340,000) | inhibition, % at 3.39 µM;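 active = inhibition above the mean over all tested compounds plus 3 SD, cut at about 30% in these data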;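 note: inhibitors block probe labeling of enzyme so polarization drops; 0% = enzyme with DMSO and 100% = wells lacking PAFAH2 protein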
PAFAH1B3 FP inh = PAFAH1B3 enzyme inhibitors, primary screen, biochemical, fluorescence polarization, human; recombinant PAFAH1B3, FP-rhodamine probe; inhibition, % at 3.39 µM; actives 0.28% (n = 340,000);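 active = inhibition above the screen-wide average of all tested compounds plus 3 SD, cut at about 25% in these data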;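 note: 0% = enzyme with DMSO only and 100% = wells lacking PAFAH1B3 protein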
Target sequence (Q15102 whole entry, looked up): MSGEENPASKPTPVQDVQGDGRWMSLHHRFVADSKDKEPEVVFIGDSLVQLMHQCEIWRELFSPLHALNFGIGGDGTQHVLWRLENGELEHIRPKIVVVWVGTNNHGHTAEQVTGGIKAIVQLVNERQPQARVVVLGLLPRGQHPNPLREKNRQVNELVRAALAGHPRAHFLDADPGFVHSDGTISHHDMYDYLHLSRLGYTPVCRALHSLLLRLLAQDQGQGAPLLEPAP
PREPL inhibitor = PREPL enzyme inhibitors, primary screen, biochemical, fluorescence polarization | inhibition, % at 5.96 µM | actives 0.68% (n = 320,000) | AID 2751, 2010 | Prolyl endopeptidase-like (Homo sapiens), Q4J6C6 | recombinant PREPL, fluorescence polarization activity-based probe; in the data active = inhibition above about 43%;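 note: 0% = enzyme with DMSO and 100% = wells lacking enzyme; many of its hits are not listed in these tables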
PAD4 inh = human PAD4 inhibitors, primary screen, biochemical, fluorescence polarization, 1536-well format; Protein-arginine deiminase type-4 (Homo sapiens), Q9UM07; recombinant PAD4, RCA probe fluorescence polarization; inhibition, % at 6.36 µM; actives 0.41% (n = 330,000); AID 485272, 2010;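 active = percent inhibition above a cutoff equal to the mean of all tested compounds plus 3 SD, cut at about 15% in these data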;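 note: 0% = PAD4 with RCA probe and DMSO and 100% = probe without PAD4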
LYPLA2 counter = LYPLA2 inhibitors, primary screen, counter-screen for PME1 inhibitor project, biochemical, fluorescence polarization, FP-Rh probe ABPP; inhibition, % at 5.9 µM; recombinant LYPLA2; Acyl-protein thioesterase 2 (Homo sapiens), O95372; actives 0.38% (n = 320,000);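 active = inhibition above the screen-wide mean plus 3 SD, limit set per campaign, cut at about 26% in these data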;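 note: 0% = LYPLA2 with DMSO and 100% = wells lacking LYPLA2 enzyme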
Target sequence (O95372 whole entry, looked up): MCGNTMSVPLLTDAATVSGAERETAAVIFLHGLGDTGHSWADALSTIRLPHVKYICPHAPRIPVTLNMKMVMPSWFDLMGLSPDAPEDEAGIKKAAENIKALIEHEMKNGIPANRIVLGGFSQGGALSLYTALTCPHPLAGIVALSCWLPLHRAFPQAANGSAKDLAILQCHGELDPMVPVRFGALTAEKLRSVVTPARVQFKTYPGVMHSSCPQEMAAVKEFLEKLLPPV
GSTO1 inh = inhibitors of recombinant GSTO1, primary screen, counter-screen for RBBP9 inhibitor project, biochemical, fluorescence polarization; Glutathione S-transferase omega-1 (Homo sapiens), P78417; activity-based probe fluorescence polarization; inhibition, % at 5.96 µM; actives 1.1% (n = 300,000); AID 1974, 2009;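 active = inhibition above the campaign mean inhibition plus 3 SD, cut at about 35% in these data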;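 note: 0% = GSTO1-1 with DMSO and 100% = wells lacking GSTO1-1 enzyme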
Target sequence (P78417 whole entry, looked up): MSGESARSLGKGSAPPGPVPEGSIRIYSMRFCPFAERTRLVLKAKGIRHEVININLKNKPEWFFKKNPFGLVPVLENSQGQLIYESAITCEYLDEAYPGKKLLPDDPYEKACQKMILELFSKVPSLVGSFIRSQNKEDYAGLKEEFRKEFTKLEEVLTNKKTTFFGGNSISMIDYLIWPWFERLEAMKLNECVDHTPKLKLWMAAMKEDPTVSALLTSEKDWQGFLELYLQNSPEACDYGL
LYPLA1 inh = LYPLA1 inhibitors, primary screen, counter-screen for PME1 inhibitor project, biochemical, fluorescence polarization, FP-Rh probe ABPP; inhibition, % at 5.9 µM; actives 0.16% (n = 320,000); recombinant LYPLA1;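 active = inhibition above the mean of all tested compounds plus 3 SD, set per campaign, cut at about 14% in these data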;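 note: inhibitors block serine hydrolase probe labeling of LYPLA1 so polarization falls; 0% = enzyme with DMSO and 100% = wells lacking LYPLA1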
ZTA counter = counter-screen for EBNA-1 inhibitors: inhibitors of Epstein-Barr virus ZTA; P03206; ZTA-DNA binding, fluorescence polarization; inhibition, % at 11 µM; actives 0.15% (n = 320,000); AID 2234; in the data active = inhibition above about 33%
Target sequence (P03206 whole entry, looked up): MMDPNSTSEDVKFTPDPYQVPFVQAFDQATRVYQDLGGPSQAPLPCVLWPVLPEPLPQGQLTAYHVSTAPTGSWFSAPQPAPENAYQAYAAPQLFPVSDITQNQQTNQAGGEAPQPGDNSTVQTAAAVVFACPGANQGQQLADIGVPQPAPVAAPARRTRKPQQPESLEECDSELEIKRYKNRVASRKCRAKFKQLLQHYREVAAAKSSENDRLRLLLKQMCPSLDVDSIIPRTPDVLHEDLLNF
* marks the source's active call; other numbers are inactive results; x = not tested or not shown. Not all compounds are listed (hit frequency here may not be typical).

(1) O=C(NCC1CCCCC1)c1ccc(F)c(S(=O)(=O)N2CCOCC2)c1
(2) Nc1ccccc1SCc1ccccc1
(3) Cc1cc(Cn2nc(-c3ccccc3)cc2C(=O)NCc2cccc(Br)c2)on1
(4) O=C(Nc1ccc(S(=O)(=O)N2CCCC2)cc1)c1cccs1
(5) COc1ccccc1C(=O)NNC(=O)C1CCN(C(=O)OC(C)(C)C)CC1
(6) COc1cccc(NC(=O)COc2ccccc2)c1
(7) Cc1cc(C)n(CC(O)COc2ccccc2C)n1 (stereo unspecified)
(8) Cc1cc(C)n(CC(=O)Nc2cccc(C(F)(F)F)c2)n1
(9) O=[N+]([O-])c1cccc(S(=O)(=O)Nc2ccc(-c3ccc(N4CCOCC4)nn3)cc2)c1
(10) COc1cccc(C2c3[nH]c4ccccc4c3CCN2Cc2cnc(C)s2)c1OC (stereo unspecified)

compound no.	1	2	3	4	5	6	7	8	9	10
EBNA-1 inhibitor	x	-8	6	7	10	2	8	-1	6	-6
PAFAH2 FP inh	-1	4	-44	-2	2	-2	11	-8	-13	10
PAFAH1B3 FP inh	7	5	-17	7	4	8	5	3	3	6
PREPL inhibitor	1	-2	3	-2	8	9	18	4	18	5
PAD4 inh	-2	-6	-7	-1	0	-1	-2	-1	-3	-1
LYPLA2 counter	4	-5	-67	-2	1	6	-2	10	5	0
GSTO1 inh	x	6	-56	6	4	-2	31	3	-4	-6
LYPLA1 inh	3	0	-27	2	2	1	0	4	2	2
ZTA counter	2	12	-17	9	-6	-11	-16	-16	-2	-12

Grouped by structure: the compounds so far with a halogen.
(1) O=C(NCC1CCCCC1)c1ccc(F)c(S(=O)(=O)N2CCOCC2)c1
(3) Cc1cc(Cn2nc(-c3ccccc3)cc2C(=O)NCc2cccc(Br)c2)on1
(8) Cc1cc(C)n(CC(=O)Nc2cccc(C(F)(F)F)c2)n1

compound no.	1	3	8
EBNA-1 inhibitor	x	6	-1
PAFAH2 FP inh	-1	-44	-8
PAFAH1B3 FP inh	7	-17	3
PREPL inhibitor	1	3	4
PAD4 inh	-2	-7	-1
LYPLA2 counter	4	-67	10
GSTO1 inh	x	-56	3
LYPLA1 inh	3	-27	4
ZTA counter	2	-17	-16

Further records follow:
(11) CCn1c(C)nc2cc(NC(=O)Nc3cccc(C(C)=O)c3)ccc21
(12) CCOc1ccc(N(CC(=O)Nc2cc(C)ccc2C)S(=O)(=O)c2c(C)[nH]c(=O)[nH]c2=O)cc1
(13) O=C(CCc1ccccc1)Oc1ccccc1[N+](=O)[O-]
(14) COC(=O)N/N=C/c1cccc(OCCSc2ccc(Cl)cc2)c1
(15) Cc1cc(C)cc(N(CC(=O)N2CCCC2)S(C)(=O)=O)c1
(16) C#CCNC(=O)C1=C[C@@H](c2cn(C(C)=O)c3ccccc23)C[C@@H](OCCCCO)O1
(17) O=C(c1ccc2c3n(nc2c1)-c1ccc(Cl)cc1CO3)N1CCOCC1
(18) CCOC(=O)c1c(C)[nH]c(C(=O)COC(=O)[C@H](C)NC(=O)c2ccccc2Cl)c1C
(19) Oc1c(C=Nc2cccnc2)sc2ccccc12
(20) CC(=O)Oc1ccc(N2C(=O)C3C4C=CC(CO)(O4)C3C2=O)cc1 (stereo unspecified)

compound no.	11	12	13	14	15	16	17	18	19	20
EBNA-1 inhibitor	17	7	0	-1	-1	10	-7	-14	0	4
PAFAH2 FP inh	-6	1	x	3	-7	2	-10	-8	4	1
PAFAH1B3 FP inh	4	6	x	-1	1	0	-6	11	9	-1
PREPL inhibitor	0	6	-9	0	-1	4	-4	5	14	-1
PAD4 inh	-2	-1	1	1	2	0	-4	4	-5	2
LYPLA2 counter	-5	5	3	15	-3	-4	3	-1	7	2
GSTO1 inh	4	9	4	-6	-16	4	2	3	4	-1
LYPLA1 inh	1	1	1	-9	-4	0	-1	-3	2	4
ZTA counter	6	4	-3	12	8	-10	9	3	-3	2

Copied from the list:
Under LYPLA2 counter, #3 is entered as -67
Under LYPLA2 counter, #17 is entered as 3
Under PREPL inhibitor, #19 is entered as 14
Under LYPLA1 inh, #9 is entered as 2
Under PREPL inhibitor, #12 is entered as 6
Under LYPLA1 inh, #20 is entered as 4

Continuation:
(21) O=C(NCc1cccnc1)C1CC(c2ccc(Cl)c(Cl)c2)=NO1 (stereo unspecified)
(22) O=C(N/C(=C/c1ccc(F)cc1)C(=O)N1CCCCC1)c1ccco1
(23) CC(=O)c1c(COC(=O)c2ccc(F)cc2)nc2ccccc2[n+]1[O-]
(24) CCN(CC)C(=S)SCC(=O)Nc1ccc(S(N)(=O)=O)cc1
(25) COc1ccccc1NC(=O)CCSc1nnc(-c2ccco2)o1
(26) Nc1nc(SCc2ccc(Cl)cc2Cl)n[nH]1
(27) O=C(CSc1nc2ccc([N+](=O)[O-])cc2[nH]1)c1ccc(Cl)cc1
(28) CC(=O)Nn1cnc2c(c1=O)C1(CCCCC1)Cc1ccccc1-2
(29) CCC(=O)NCc1nc2ccccc2n1Cc1ccccc1F
(30) COc1cc(/C=N/NC(=O)c2csc3c2CCCC3)ccc1OCCN1CCOCC1

compound no.	21	22	23	24	25	26	27	28	29	30
EBNA-1 inhibitor	-24	-3	2	-10	3	0	16	-5	11	-5
PAFAH2 FP inh	5	-2	x	4	3	10	-19	1	-1	3
PAFAH1B3 FP inh	12	1	x	3	-3	1	-21	8	3	3
PREPL inhibitor	-2	0	20	-19	0	9	6	0	-4	13
PAD4 inh	0	-1	3	-6	1	-2	-7	2	-1	3
LYPLA2 counter	4	-1	2	-6	-4	-8	-13	2	5	7
GSTO1 inh	-1	5	8	-6	6	-6	-15	-2	5	-5
LYPLA1 inh	-3	1	2	1	-1	-1	-3	2	1	0
ZTA counter	2	-25	3	3	-1	-2	2	-28	5	10

(31) CN(C)/C=C/C(=O)c1nn(-c2ccc(F)cc2)ccc1=O
(32) CCc1ccc(-c2nc(CS(=O)CC(=O)NCCN3CCCCCC3)c(C)o2)cc1 (stereo unspecified)
(33) Cc1nnc(C)c2c(C)n(-c3ccccc3N)c(C)c12
(34) O=C(NCc1ccco1)C1CCCN(S(=O)(=O)c2cccc3nonc23)C1 (stereo unspecified)
(35) Cc1cc(Nc2ccc(Cl)cc2)n(-c2ccccc2)n1
(36) CC1(OC(=O)c2ccc(Cl)nc2)C(=O)C=C2C=C(C3CC3)OC=C2C1=O (stereo unspecified)
(37) Clc1ccc(OCCOCCNCc2ccccc2)cc1Cl
(38) COc1cccc(C(=O)N(CN2CCCC2=O)c2cccc(Cl)c2)c1OC
(39) CC(c1nc2ccccc2n1Cc1ccccc1)N1CCCCC1 (stereo unspecified)
(40) Cc1ccc(NC(=O)C2CCN(S(C)(=O)=O)CC2)cc1Cl

compound no.	31	32	33	34	35	36	37	38	39	40
EBNA-1 inhibitor	3	-9	-6	-3	-8	21	-4	-11	-14	-4
PAFAH2 FP inh	0	-5	12	x	2	x	-4	9	-4	-3
PAFAH1B3 FP inh	8	5	0	x	5	x	1	1	11	3
PREPL inhibitor	-1	27	19	23	10	1	23	5	1	9
PAD4 inh	1	0	-14	1	1	14	6	-2	-7	4
LYPLA2 counter	0	-4	-1	-3	-2	21	2	8	10	-8
GSTO1 inh	3	6	22	8	1	24	0	5	-12	2
LYPLA1 inh	0	2	1	2	0	21*	0	1	3	-4
ZTA counter	2	-27	-10	-2	11	29	-2	-11	-5	-3

(41) O=C(Nc1ccccc1)Nc1nc(-c2ccc(Cl)cc2)cs1
(42) O=C(Cc1n[nH]c(=O)c2ccccc12)N/N=C/c1cc2c(cc1Cl)OCO2
(43) CCCOc1ccc(C2c3c(oc4ccccc4c3=O)C(=O)N2CCN(CC)CC)cc1OC (stereo unspecified)
(44) O=C(CCC(=O)NNC(=O)c1ccc([N+](=O)[O-])cc1)NCc1ccccc1
(45) CC1CCN(C(=O)c2cc(Cl)ccc2NC(=O)c2ccco2)CC1
(46) CCOc1ccc(N2C(=O)CC(NCCNc3ccc(C(=O)c4cccs4)cc3)C2=O)cc1 (stereo unspecified)
(47) O=C1COc2cc(ccc2[N+](=O)[O-])Oc2ccc(cc2Cl)C(=O)CCCCO1
(48) O=C(CCN1C(=O)/C(=C/c2ccc(F)cc2)SC1=S)Nc1cccnc1
(49) Cc1ccc2nc(C)c(C(=O)N/N=C/c3cccs3)n2c1
(50) CCN(CC)c1ccc(NC(=S)NC(=O)Cc2ccccc2)cc1
(51) COc1ccc2oc(=O)c(NC(=O)C3CCCCC3)cc2c1
(52) CN(C)C(=O)c1ccc(NC(=O)CN2CCc3cc4c(cc3C2)OCCCO4)cc1
(53) CC1(C)CC(NC(=O)c2cc(S(=O)(=O)N3CCCCC3)ccc2Cl)CC(C)(C)N1

compound no.	41	42	43	44	45	46	47	48	49	50	51	52	53
EBNA-1 inhibitor	-2	6	-4	-5	8	-3	4	9	1	2	3	-11	3
PAFAH2 FP inh	-9	10	10	2	6	6	7	12	3	1	1	-2	2
PAFAH1B3 FP inh	-4	2	-2	7	-5	5	3	-5	-5	3	2	1	4
PREPL inhibitor	4	14	-8	0	6	11	-14	-1	-1	22	20	18	4
PAD4 inh	-2	-2	4	2	2	1	-1	1	0	0	2	0	-4
LYPLA2 counter	-8	-4	-4	2	-3	7	4	2	4	-1	5	7	-2
GSTO1 inh	-7	-1	-3	7	2	-1	2	9	-2	4	1	-1	-1
LYPLA1 inh	2	4	-3	-3	1	-6	1	3	-5	-5	3	3	1
ZTA counter	6	2	3	-6	4	10	3	11	9	8	-4	-19	16

Arranged by molecular weight (smallest number first): some entries from above.
(8) Cc1cc(C)n(CC(=O)Nc2cccc(C(F)(F)F)c2)n1
(39) CC(c1nc2ccccc2n1Cc1ccccc1)N1CCCCC1 (stereo unspecified)
(3) Cc1cc(Cn2nc(-c3ccccc3)cc2C(=O)NCc2cccc(Br)c2)on1

compound no.	8	39	3
EBNA-1 inhibitor	-1	-14	6
PAFAH2 FP inh	-8	-4	-44
PAFAH1B3 FP inh	3	11	-17
PREPL inhibitor	4	1	3
PAD4 inh	-1	-7	-7
LYPLA2 counter	10	10	-67
GSTO1 inh	3	-12	-56
LYPLA1 inh	4	3	-27
ZTA counter	-16	-5	-17
